ERG Ets-DNA blk: ERG Ets/DNA interaction inhibition | P11308 | fluorescence polarization, His-ERG Ets domain / labelled DNA | Potency, µM (top dose mostly 76.9 µM), inactives show at the top dose FP activity, negative = inhibition, hits mostly inhibitors | 0.028% of 370,000 active | AID 624246; active = well fitted inhibition curve with a large enough effect in the polarisation, with a control signal flat; inconclusive = small, poorly fitted or top-dose-only effect, or effect the other way, or a change in a side signal; inactive = no such curve, though single readings can be large or run the other way; the % refers to the polarisation;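 note: polarization taken with two DNA probes labelled with fluorescein and Texas red; potency is the fitted concentration of half-maximal effect; % of control where 0% means no effect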
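His-tagged ERG Ets domain (1 uM in the protein solution; 300mM KCl, 50mM Tris-HCl, 1mM EDTA, 1mM DTT, pH 7.5) received compound, then a probe mix of 5 nM fluorescein-DNA and 100nM Texas-615-DNA. Fluorescence polarization was read for both dyes.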
RGS4 inh: inhibitors of human regulator of G protein signaling 4; P49798; AID 504845; 0.039% of 390,000 active; Transcreener GDP fluorescence polarization, RGS4-accelerated GTP hydrolysis; Potency, µM (highest dose often 114 µM), for the others: at the highest dose activity change, negative = inhibition, actives largely listed as inhibitors; note: potency is the fitted concentration of half-maximal effect; % is set by controls: 0 for no effect and ±100 for the full control effect; nearly all actives have a fitted effect of over 75% in size; some results filed as inactive show a strong effect at the top dose
Target sequence (P49798 whole entry, looked up): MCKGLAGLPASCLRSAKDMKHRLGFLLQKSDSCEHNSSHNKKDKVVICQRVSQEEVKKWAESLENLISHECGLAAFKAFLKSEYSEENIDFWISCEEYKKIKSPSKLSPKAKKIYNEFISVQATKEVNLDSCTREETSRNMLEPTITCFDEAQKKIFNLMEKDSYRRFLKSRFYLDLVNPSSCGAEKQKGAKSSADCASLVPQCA
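MLSMR compounds (23 nl, pin-transferred) preincubated 10 min at room temperature with a 500nM (2x) first reagent, then RGS4 at 900nM (2x) plus Transcreener GDP mix added; fluorescence polarization (620/688 nm) read before and after 90 min at 30 °C.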
12-LOX inh: inhibitors of human 12S-lipoxygenase ALOX12; P18054; purified 12hLO, xylenol orange hydroperoxide absorbance; Potency, µM (series often up to 108 µM), without a hit: at the highest dose activity change, negative = inhibition, usual class: inhibitors; 1.1% of 580,000 active; AID 1671190; note: potency is the fitted concentration of half-maximal effect; % is set by controls: 0 for no effect and ±100 for the full control effect
Target sequence (P18054 whole entry, looked up): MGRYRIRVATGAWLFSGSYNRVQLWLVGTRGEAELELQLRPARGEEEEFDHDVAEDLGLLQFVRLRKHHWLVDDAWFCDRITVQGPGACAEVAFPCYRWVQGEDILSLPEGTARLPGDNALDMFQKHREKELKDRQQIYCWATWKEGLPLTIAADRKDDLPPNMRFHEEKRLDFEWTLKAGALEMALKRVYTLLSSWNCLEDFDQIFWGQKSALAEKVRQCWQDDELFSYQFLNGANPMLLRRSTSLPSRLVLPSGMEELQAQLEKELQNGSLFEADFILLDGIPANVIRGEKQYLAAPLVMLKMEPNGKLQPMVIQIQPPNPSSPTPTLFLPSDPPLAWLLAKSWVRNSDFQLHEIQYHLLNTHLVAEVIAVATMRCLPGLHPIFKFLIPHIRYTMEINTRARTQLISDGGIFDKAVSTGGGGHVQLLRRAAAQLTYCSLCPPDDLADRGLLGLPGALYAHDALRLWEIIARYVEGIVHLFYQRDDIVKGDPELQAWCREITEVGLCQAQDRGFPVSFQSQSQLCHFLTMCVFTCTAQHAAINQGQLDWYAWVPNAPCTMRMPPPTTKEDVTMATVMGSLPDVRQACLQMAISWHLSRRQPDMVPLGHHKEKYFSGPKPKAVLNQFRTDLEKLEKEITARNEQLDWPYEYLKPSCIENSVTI
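Hydroperoxide product was detected by ferrous iron/xylenol orange as the 573 to 405 nm absorbance ratio. Arachidonic acid at 40 uM (final) was turned over for 30 min at room temperature by 150 nM human 12hLO, pH 7.0 Hepes buffer, after 15 min compound preincubation.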
D2 antagonist: antagonizes the human D2 dopamine receptor; P14416; HEK293 TREx D2 cells, calcium flux, dopamine EC80; inhibition, % at 10 µM; 2% of 340,000 active; in the data active = inhibition above about 30%; note: 0% is about no effect
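Compounds are added to dye-loaded, induced HEK293 T-REx cells coupled to calcium release via D2; after a 3 min kinetic read an EC80 dopamine stimulus is given and fluorescence is recorded for 3 more min.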
LDHA block: blocks human lactate dehydrogenase A; P00338; AID 1347041; 0.15% of 480,000 active; purified LDHA, NADH/diaphorase-resazurin fluorescence; active compounds read low; activity change, % (values are at about 110 or 230 µM); in the data active = activity change below about -30%; inconclusive = mostly about -25% to -30%;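 note: plate controls were DMSO wells for no effect and wells without enzyme for full effect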
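Remaining NADH was detected by diaphorase (0.133 mg/mL) converting 37 µM resazurin to fluorescent resorufin, read at 0 and 20 minutes. The preceding 5-minute room-temperature reaction used 2 nM LDHA, 0.2 mM sodium pyruvate and 0.06 mM NADH at pH 7.4.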
D2 ag: agonists of human D2 dopamine receptor; HEK293 T-REx D2 cells, calcium flux agonist mode; P14416; activation, % at 2 µM; AID 485358; 0.53% of 340,000 active;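 active = activation over 3 SD above normal in the single-dose calcium agonist read, cut at about 30% in these data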; note: 0% is about no effect
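HEK293 Trex D2 cells, tetracycline-induced, o/n 30 C 5% CO2; no-wash Ca dye, RT 30–90 min; 10-cycle baseline, 23 nl cpd added, kinetic Ca read 180 s; agonist hits = positive Ca response.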
Vif-APOBEC3F blk: Vif-A3F binding inhibition; HeLa A3F-eYFP + Vif (tagged APOBEC3F with the HIV-1 protein that degrades it), YFP fluorescence increase; Potency, µM (titrated, usually from 46.1 µM), for the others: top-dose activity, negative = active; 0.2% of 390,000 active; note: potency is the fitted concentration of half-maximal effect; % of control where 0% means no effect; nearly all actives have a fitted effect of over 65% in size
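HeLa cells stably expressing A3F-eYFP plus Vif, plated and incubated overnight at 37 deg C, then exposed to compounds overnight at 37 deg C. Blocked degradation read as raised yellow fluorescence (Ex 488/Em 500-530).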
GRP78 ERSR act: induces the endoplasmic reticulum stress response in human glioma cells; U87-MG GRP78 promoter luciferase reporter, 16 h; Potency, µM, inactives show at the highest dose activation, actives largely listed as activators; 0.02% of 420,000 active; AID 602332; note: potency is the fitted concentration of half-maximal effect; series mostly up to about 76 µM; % of control where 0% means no effect; nearly all actives have a fitted effect of over 35% in size
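ERSR induction read as luciferase luminescence (Bright-Glo, 10 min at room temperature) in stably transfected human U87-MG glioma cells exposed to compounds for 16 h, using GRP78 as sensor.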
Vif-APOBEC3G blk: inhibitors of Vif-APOBEC3G interaction; Q9HC16; HeLa A3G-eYFP + Vif (tagged APOBEC3G with the HIV-1 protein that degrades it), YFP fluorescence, overnight; Potency, µM (top dose mostly 46.1 µM), for the others: top-dose activity, negative = active, actives largely listed as inhibitors; 0.076% of 410,000 active; AID 602310;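 note: potency is the fitted concentration of half-maximal effect; % is set by controls: 0 for no effect and ±100 for the full control effect; nearly all actives have a fitted effect of over 60% in size; hits raise eYFP signal because A3G escapes Vif-driven loss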
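HeLa cells stably expressing Vif and C-terminally eYFP-tagged A3G, seeded overnight at 37 deg C, then exposed to compound by pintool overnight at 37 deg C. Rise in yellow fluorescence (Ex 488/Em 500-530, Acumen) marks blocked Vif-driven A3G degradation.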
An asterisk follows results filed as active; ? = inconclusive; · = no result given; & = joins results of further samples; [ ] = dose if it differs, or a comment. Unless noted, calls come from the whole dose curve; as a rule, active = well fitted curve in the direction sought with a large enough effect; inconclusive = small, poorly fitted or top-dose-only effect, or another doubt; inactive = no such curve, though single readings can be large; an effect the other way counts as inactive or inconclusive. A portion of the library (hit frequency here may not be typical).

SMILES | ERG Ets-DNA blk | RGS4 inh | 12-LOX inh | D2 antagonist | LDHA block | D2 ag | Vif-APOBEC3F blk | GRP78 ERSR act | Vif-APOBEC3G blk
COCCNC(=O)CCC1CCN(C/C=C/c2ccccc2OC)CC1 | ? | -14% | 10% | 5 | -1 | -1.1 | -24% | -5% | -2%
CCOC(=O)N1CCN(c2cc(N)c([N+](=O)[O-])cc2F)CC1 | 5% | 7% | -10% | · | 0 | · | -23% | -4% | 1%
CCc1nn(CC(=O)N2CCCCC2)c(=O)c2cc3occc3n12 | -1% | -2% | -2% | · | -1 | 0.5 | 7% | -2% | 1%
CCC(C)(C)NC(=O)C(c1ccc(OC)cc1)N(C(=O)CCC(=O)Nc1cc(C)on1)C(C)(C)C (stereo not drawn) | -8% | -9% | -1% | -21 | 1 | -3.2 | -1% | -3% | -3%
Cc1c(/C=C/C(=O)c2ccc(C(C)C)cc2)cnn1C | 11% | 9% | -6% | 2 | -5 | -0.6 | 8% | -2% | -3%
COc1ccc(C(=O)C(C)[n+]2ccc(-c3nnc4n3CCCCC4)cc2)cc1 (stereo not drawn) | -6% | 2% | ? | -26 | -9 | 1.1 | -7% | 0% | -1%
CC(C)NS(=O)(=O)c1ccc(CCC(=O)Nc2ccc3c(c2)OCCO3)cc1 | -3% | -7% | 1% | 9 | -2 | -0.4 | 2% | 1% | -7%
CCCC(=O)c1cc(-c2nc3ccccc3n2C)n(C)c1 | 1% | -31% | 31%[activator] | · | -14 | · | · | 4% | -2%
NC(Cc1ccccc1)c1csc(Nc2ccc(C(=O)NCCO)cc2)n1 (stereo not drawn) | · | · | 3% | · | -7 | · | · | -4% | 1%
CCc1nc2c(OCc3ccc(F)cc3)cccn2c1N(C)C(=O)c1ccco1 | · | · | -11% | · | -7 | · | · | -5% | -7%
COc1ccccc1NS(=O)(=O)c1cccc(C(=O)N/N=C/c2ccc(C)o2)c1 | 2% | 2% | 15% | -15 | 3 | 2.5 | -3% | -1% | -7%
O=C(OCCN1C(=O)c2ccccc2C1=O)c1cc(S(=O)(=O)N2CCOCC2)ccc1Cl | -5% | 5% | -2% | -7 | 0 | -0.4 | 1% | -6% | 1%
CN(C)CCN(C(=O)c1ccc2c(c1)OCCO2)c1nc2c(Cl)cccc2s1 | 10% | -9% | ? | 3 | -3 | 0.0 | -1% | -3% | 0%
CCC(C)NC(=O)C1(O)c2ccccc2NC(=O)N1c1ccc(C)c(C)c1 (stereo not drawn) | 7% | -28% | 34% | -2 | -2 | 1.5 | 1% | -3% | 4%
CCn1cc(/C=C(\NC(=O)c2ccccc2OC)C(=O)NCCCn2ccnc2)c2ccccc21 | 6% | 30% | -19% | -13 | -4 | -0.2 | 7% | 2% | -2%
COc1ccc(S(=O)(=O)N2CCCCC2)cc1NC(=O)c1cccs1 | 2% | 26% | 0% | 16 | -8 | 0.4 | 2% | 2% | 1%
Cc1ccc(Cl)c(OCC(=O)Nc2cc(S(=O)(=O)N3CCOCC3)ccc2N2CCCC2)c1 | -3% | -2% | -5% | -1 | -1 | -0.4 | 6% | -3% | -4%
CCCc1cc(C(=O)Nc2c(C)nn(Cc3ccc(Cl)c(Cl)c3)c2C)no1 | 0% | 15% | ? | · | -4 | -0.2 | -2% | 0% | -4%
COc1ccc(C)cc1S(=O)(=O)N(C)CC(=O)NC1CCCCCC1 | 0% | -6% | -28% | -4 | -5 | -0.6 | 13% | 0% | 3%
O=C(CSc1nnc(N2CCCC2)n1-c1ccccc1Cl)N1CCN(c2ccccn2)CC1 | -7% | -1% | 146%[activator] | 10 | -4 | -0.3 | -13% | -4% | -1%
CCN(CC)C(=O)c1ncn(C)c1C(=O)N(CC)CC | 0% | -16% | ? | · | -7 | · | -1% | -5% | 0%
CCNC(=S)N/N=C(\C)c1cc2ccccc2o1 | 1% | -8% | ? | -6 | -5 | 0.1 | -5% | -1% | -8%
COc1ccc(CCNC(=O)CSc2nnc(-c3ccc(F)cc3)c3ccccc23)cc1OC | 2% | 6% | -15% | -1 | -7 | 0.0 | 0% | -3% | -5%
CCCCCCCSc1ncnc2[nH]ncc12 | 15% | 10% | 2% | · | -4 | · | -1% | 0% | -3%
CC(C)CNC(=O)C1(C)CCCCCN1C(=O)c1cccnc1 (stereo not drawn) | · | · | 16% | · | -2 | · | · | 3% | 1%
CCN1CCN(CC(=O)N2CCCC(C(=O)c3ccc(Oc4ccccc4)cc3)C2)CC1 (stereo not drawn) | 8% | -13% | -4% | 9 | -1 | 0.3 | -5% | -5% | -2%
COc1cccc(NC(=O)CCCn2c(=O)c3cccn3c3cccnc32)c1 | -1% | -8% | -18% | · | -9 | -0.2 | 0% | -4% | -5%
c1ccc2nc3c(cc2c1)CCCCC3 | 16% | -38%[11.4 µM] | 2% | 4 | -2 | -1.1 | -10% | 6% | -3%
Cc1cc(NC(=O)C2C3C(=O)N(Cc4ccc(Cl)cc4)C(C(=O)NC(C)(C)C)C34C=CC2(C)O4)no1 (stereo not drawn) | 9% | -22% | 188%[activator] | -19 | -2 | -0.4 | -7% | -4% | 1%
CC1(C(=O)NCc2ccc(F)c(F)c2)Cc2c(-c3cccc(C(F)(F)F)c3)ccnc2O1 (stereo not drawn) | · | · | -27% | · | -1 | · | · | -3% | -11%
FC(F)(F)c1cc(-c2ccccc2)nc(NC2CCCC2)n1 | -2% | -9% | -18% | 11 | -3 | 58* | -9% | -1% | -2%
Cc1ccc(C(=O)Nc2ccc(Nc3ccccc3)cc2)cc1Br | 5% | 4% | 18% | · | -5 | · | -12% | 0% | 0%
COc1ccc([C@H]2CC(=O)C=C(/C=C/c3ccc(C(F)(F)F)cc3)C2)cc1 | -2% | 5% | -18% | -7 | 7 | -0.1 | 5% | 5% | 3%
CC1CC(=O)NN=C1c1ccc(N)c([N+](=O)[O-])c1 (stereo not drawn) | 12% | 10% | ? | 14 | -1 | 6.0 | 1% | 2% | -1%
Cc1ccc(CCNC(=O)C2CCC(=O)N2C(C)C)cc1 (stereo not drawn) | -33% | 12% | 18% | 3 | -1 | 0.7 | -1% | -3% | 0%
COc1ccc(CNC(=O)C2CCCN(S(=O)(=O)c3ccc4c(ccn4C)c3)C2)c(OC)c1 (stereo not drawn) | 3% | -9% | ? | · | -6 | -0.2 | -6% | -4% | -2%
CNS(=O)(=O)c1cccc(C(=O)OCC(=O)NCCCc2ccccc2)c1 | 16% | 14% | 9% | 3 | -1 | 0.1 | -6% | -6% | -1%
COc1ccc(Nc2ncnc3c2c(C)c(C)n3CCCN(C)C)cc1 | -4% | -6% | 5% | 13 | 0 | 0.3 | -12% | 0% | 0%
O=C(Nc1cccc2c1[nH]c(=O)c1ccccc12)C(F)(F)F | · | · | -15% | · | -3 | · | 1% | 8% | 2%
CCOc1ccc(-c2noc(CCCC(=O)NCC3CCCO3)n2)cc1OC (stereo not drawn) | -16% | -2% | 0% | -3 | -4 | -0.7 | -3% | -1% | 0%
CC(C)(C)c1ccc(S(=O)(=O)NCC2CCCO2)cc1 (stereo not drawn) | 22% | 32% | -13% | 6 | -5 | -0.2 | -9% | -3% | 2%
CC1(C(=O)O)CCN1C(=O)/C=C/c1ccccc1 (stereo not drawn) | · | · | -22% | · | -6 | · | · | -1% | -6%
COc1cccc(CC(CC(=O)O)C(=O)Nc2cc(C)ccc2C)c1 (stereo not drawn) | 9% | 0% | 1% | 8 | -2 | 0.1 | -19% | -2% | 0%
Cc1cc(S(=O)(=O)Nc2cccnc2)c(Cl)cc1Cl | -8% | 11% | -6% | 9 | -2 | 1.5 | -3% | 1% | -2%
O=C(Nc1nnc([C@H]2C[C@H](O)[C@@H](CO)O2)s1)Nc1ccc(F)cc1F | · | · | -6% | · | -12 | · | · | -7% | -2%
Cc1cccc(Oc2ccc(Cl)cc2N)c1 | -6% | 15% | ? | -10 | -1 | -2.9 | -15% | 4% | 2%
NC(=O)c1ccccc1NC(=O)CSc1nc2ccccc2c(=O)[nH]1 | 8% | -3% | 0% | -11 | 4 | 0.0 | 0% | -1% | -3%
CC(C)(C)c1ccc(-c2nn(CCC#N)cc2/C=N/O)cc1 | -12% | 7% | 9% | -6 | -9 | -1.4 | -10% | 0% | 2%
CC(=O)Nc1ccc(CN2CCC(CO)(CCOc3ccccc3)CC2)cc1 | 2% | 47% | 1% | -14 | -6 | 0.8 | 9% | 0% | 5%
Cc1ccc(CS(=O)Cc2ccc(C(=O)NCc3ccccc3Cl)o2)cc1 (stereo not drawn) | -16%&4% | 9%&25% | ? | 4 | 1&3 | -0.1&0.1 | 0%&2% | -4%&1% | 2%&2%
OCCC1CN(Cc2nc3ccc(F)cc3[nH]2)CCN1C1CCCC1 (stereo not drawn) | 36%[activator] | 0%[56.9 µM] | 7% | · | -2 | · | -4% | 2% | 4%
COCCSc1nc(N)c2c3c(sc2n1)CN(C)CC3 | 13% | 5% | 185%[activator] | -10 | 11 | -0.1 | -4% | -4% | 3%
Cc1cccc2nc(CSc3ccc(Cl)cc3)cn12 | 3% | 25% | ? | 19 | -9 | -0.2 | ? | 4% | 1%

Screens as filed in PubChem BioAssay.
